GPR151 activ: activators of human GPR151, primary screen, cell-based, PathHunter beta-arrestin, luminescence | PathHunter beta-arrestin GPR151 cells | activation, % at 11.2 µM | 650,000 tested, 1% active | AID 1508602, 2020; in the data active = activation above about 4.9%;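 note: 0% = median of compound wells and 100% = cells with positive control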
Target sequence (Q8TDV0 whole entry, looked up): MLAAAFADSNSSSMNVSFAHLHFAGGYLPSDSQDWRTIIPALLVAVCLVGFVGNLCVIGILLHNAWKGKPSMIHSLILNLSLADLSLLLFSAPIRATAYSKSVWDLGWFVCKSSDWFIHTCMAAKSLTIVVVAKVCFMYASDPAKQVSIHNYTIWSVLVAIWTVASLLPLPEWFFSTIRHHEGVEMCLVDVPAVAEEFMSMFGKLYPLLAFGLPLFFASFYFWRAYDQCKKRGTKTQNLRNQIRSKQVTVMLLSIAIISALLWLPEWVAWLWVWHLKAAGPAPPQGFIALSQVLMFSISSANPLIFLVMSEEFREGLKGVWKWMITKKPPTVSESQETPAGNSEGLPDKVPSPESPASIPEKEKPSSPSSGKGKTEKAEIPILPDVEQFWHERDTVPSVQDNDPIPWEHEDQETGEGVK
TEAD-YAP inh: TEAD-YAP interaction inhibition, primary screen, TEAD-YAP interaction inhibitor project, luminescence, HEK-TIYL cells; TEAD-Gal4/YAP UAS-luciferase luminescence; inhibition, % at 9.12 µM; 640,000 tested, 1.4% active; in the data active = inhibition above about 32%;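 note: 0% = median of test compound wells and 100% = reference inhibitor wells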
FBW7 act: FBW7 E3 ligase activators, primary screen, biochemical, AlphaScreen, human; normalized activity (activation), % at 26.1 µM; F-box/WD repeat-containing protein 7 (Homo sapiens), Q969H0; AlphaScreen FBW7–phospho-cyclin E peptide binding, activator screen; AID 1259310, 2017; 650,000 tested, 0.13% active; in the data active = normalized activity above about 1.9%;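 note: purified mutant Fbw7 with reduced substrate affinity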
MITF primary: MITF inhibitors, primary screen, biochemical, AlphaScreen, human; 650,000 tested, 0.91% active; AID 1259374, 2018; inhibition, % at 2.6 µM; Microphthalmia-associated transcription factor (Homo sapiens), O75030; AlphaScreen MITF homodimerization, bead proximity signal; in the data active = inhibition above about 50%;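 note: 0% = vehicle wells with protein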
Target sequence (O75030 whole entry, looked up): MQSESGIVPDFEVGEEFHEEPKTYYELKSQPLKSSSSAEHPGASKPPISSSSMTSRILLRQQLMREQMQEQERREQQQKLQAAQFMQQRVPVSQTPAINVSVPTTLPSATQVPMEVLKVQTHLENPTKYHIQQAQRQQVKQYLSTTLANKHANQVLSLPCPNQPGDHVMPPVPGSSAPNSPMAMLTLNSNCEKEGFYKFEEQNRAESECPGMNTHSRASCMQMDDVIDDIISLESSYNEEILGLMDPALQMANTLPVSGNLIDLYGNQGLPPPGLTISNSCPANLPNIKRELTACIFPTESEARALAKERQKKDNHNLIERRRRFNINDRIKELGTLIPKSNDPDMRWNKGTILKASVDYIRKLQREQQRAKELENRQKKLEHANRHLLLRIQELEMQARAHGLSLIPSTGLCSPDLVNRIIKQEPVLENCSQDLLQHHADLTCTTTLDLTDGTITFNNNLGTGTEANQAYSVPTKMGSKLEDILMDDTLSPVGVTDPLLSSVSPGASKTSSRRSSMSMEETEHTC
Numbers without * were called inactive; & = joins results of further samples.

Screens in order: GPR151 activ | TEAD-YAP inh | FBW7 act | MITF primary
#1 CC(C)Cc1cc(C(=O)Nc2ccc(F)c(Cl)c2)no1
    -1.1 | -55 | 0.0 | 1
#2 Cc1ccc(-c2csc(NC(=O)C3c4ccccc4Oc4ccccc43)n2)c(C)c1
    -1.6 | 3 | 0.0 | 17
#3 CN(C)c1ccc(/C=C/C(=O)C2=C(O)c3ccccc3C2=O)cc1
    -0.9 | 10 | 0.0 | 17
#4 CC12c3ccccc3C(c3ccccc31)C1C(=O)N(c3ccc(Cl)cc3[N+](=O)[O-])C(=O)C12 (configuration not stated)
    0.7 | 2 | -0.6 | -4
#5 CCCNC(=O)Cn1cnc2sc(C(=O)N3CCC(C(N)=O)CC3)c(C)c2c1=O
    -1.2 | 12 | 0.5 | 4
#6 COc1ccc(NC(=O)C2C3C=CC4(O3)C2C(=O)N(Cc2ccccc2Cl)C4C(=O)NC2CCCCC2)cc1 (configuration not stated)
    0.1 | 1 | 0.1 | -21
#7 COc1ccc(-c2cc(C(=O)Nc3ccccn3)c3ccccc3n2)cc1OC
    -0.8 | 20 | 0.2 | 7
#8 Cc1cccc(-c2nc3cc(NCc4cc(I)cc(C)c4O)ccc3o2)c1
    -0.5 | -8 | 0.0 | -1
#9 Cc1cccc(NC(=O)N2CCCCCC2)c1
    -1.2 | -28 | 0.0 | -2
#10 O=C1CSC(c2cccc(Br)c2)N1c1ccc2ccccc2c1 (configuration not stated)
    0.2 | -13 | -0.2 | 13
#11 Cc1cc(C)n2nnnc2c1C#N
    -0.5 | -7 | 0.0 | 6
#12 O=C(c1cccc(F)c1)N1CCN(c2cc(N3CCCCC3)c(F)cc2[N+](=O)[O-])CC1
    -0.2 | -2 | 0.5 | 8
#13 COc1cc(OC)cc(C(=O)Nc2ccc(C(N)=O)cc2)c1
    0.7 | 0 | 0.1 | 11
#14 O=C(Cc1ccc(F)cc1)Nc1ccc(-c2nc3cccnc3s2)cc1
    0.8 | -24 | -0.1 | -5
#15 Cc1ccc(N2C(=O)c3ccc(C(=O)OCC(C)C)cc3C2=O)cc1C
    0.5 | 3 | -0.3 | 1
#16 O=C(O)c1cc([N+](=O)[O-])ccc1NCc1cccnc1
    2.2 | 10 | -0.1 | 5
#17 CCCS(=O)(=O)N1CCN=C1SCc1cccnc1
    -0.5 | -2 | -0.4 | 4
#18 COCc1cc(C)nc2sc(C(=O)NCc3ccco3)c(N)c12
    -1.0 | -7 | 0.0 | -11
#19 COc1ccc(C(=O)CCN(C)CC(=O)O)cc1
    -0.1 | 4 | 0.9 | 15
#20 O=C(NCc1cccs1)c1cc2nc(-c3cccs3)cc(C(F)(F)F)n2n1
    -0.1 | -7 | 0.5 | -6
#21 COc1ccc(-c2nn(-c3ccccc3)cc2/C=N/O)cc1OC
    0.8&1.5 | -25&-15 | 0.1&0.0 | -7&16
#22 CC1(C)[C@H]2CC=C(CN3CCOc4ccc(CN5CCC(O)CC5)cc4C3)[C@@H]1C2
    1.3 | 0 | 0.0 | -7
#23 CC(=O)Nc1nnc(SCc2cccc(Cl)c2)s1
    -1.1 | -1 | 0.2 | 13
#24 CCc1nnc(SCc2cn3c(C)cc(C)nc3n2)n1N
    -0.8 | -1 | 0.4 | 14
#25 NS(=O)(=O)c1ccc(C(=O)Nc2ccccc2)cc1
    -1.4 | 1 | -0.1 | 7
#26 COc1cccc(-c2nnc(SCC(=O)NCCOc3ccccc3)n2-c2ccccc2)c1
    0.4 | 6 | 0.1 | 8
#27 CCc1cccc(CC)c1NC(=O)c1cc(S(=O)(=O)N2CCN(c3ccccc3F)CC2)ccc1F
    -0.7 | 1 | -0.2 | 0
#28 CC1=C(C(=O)OCCc2ccccc2)C(c2ccc(N(C)C)cc2)C2=C(CC(c3ccc(Cl)cc3)CC2=O)N1 (configuration not stated)
    0.3 | 11 | 0.5 | 20
#29 COc1ccc(C2=C(Nc3ccc(C(=O)N4CCOCC4)cc3)c3ccccc3C2=O)cc1
    2.3 | -6 | 0.0 | -14
#30 C/C(=N\NC(=O)c1ccc(F)cc1)c1cc(F)ccc1O
    -0.2 | -23 | -0.5 | -9

One compound at a time (already shown). Order of screens: GPR151 activ | TEAD-YAP inh | FBW7 act | MITF primary
CCCNC(=O)Cn1cnc2sc(C(=O)N3CCC(C(N)=O)CC3)c(C)c2c1=O across the screens: -1.2 | 12 | 0.5 | 4
O=C(O)c1cc([N+](=O)[O-])ccc1NCc1cccnc1 across the screens: 2.2 | 10 | -0.1 | 5

The main list resumes, starting 3 compounds before the break.
Screens in order: GPR151 activ | TEAD-YAP inh | FBW7 act | MITF primary
#28 CC1=C(C(=O)OCCc2ccccc2)C(c2ccc(N(C)C)cc2)C2=C(CC(c3ccc(Cl)cc3)CC2=O)N1 (configuration not stated)
    0.3 | 11 | 0.5 | 20
#29 COc1ccc(C2=C(Nc3ccc(C(=O)N4CCOCC4)cc3)c3ccccc3C2=O)cc1
    2.3 | -6 | 0.0 | -14
#30 C/C(=N\NC(=O)c1ccc(F)cc1)c1cc(F)ccc1O
    -0.2 | -23 | -0.5 | -9
#31 Cc1cccc(CSc2nc(-c3ccco3)nc3c2c(=O)n(C)c(=O)n3C)c1
    1.5 | 8 | 0.2 | 1
#32 CCCCNC(=O)c1cnn2c(C)c(Cc3cccc(Cl)c3)c(C)nc12
    -0.2 | -6 | 0.3 | 16
#33 NC(=O)CC[C@H](NC(=O)c1ccc(F)cc1)C(=O)OCC(=O)c1ccccc1
    -0.7 | 9 | -0.2 | 1
#34 CC(C)c1ccc(/C=N/NC(=O)c2cc([N+](=O)[O-])cc([N+](=O)[O-])c2)cc1
    0.0 | 0 | 0.2 | 10
#35 COc1ccc(N2C(=O)/C(=C/c3cccc([N+](=O)[O-])c3)N=C2c2cccc(Cl)c2)c(OC)c1
    3.4 | 3 | -0.2 | 1
#36 O=C(CSc1ccc2nnc(-c3ccc(F)cc3)n2n1)N1CCCC1
    -0.3 | -3 | -0.2 | 0
#37 C=CCc1cccc(/C=N/NC(=O)CCC(=O)Nc2ccccc2C)c1O
    0.1 | 3 | -0.1 | -2
#38 Cc1cc2nn(-c3ccccc3)nc2cc1NC(=O)COc1c(C)cc(Cl)cc1Cl
    1.0 | 1 | 0.1 | 0
#39 C=CCN(CC=C)C(=O)c1ccccc1C(=O)OCC(F)(F)C(F)F
    -2.2 | 12 | 0.2 | 9
#40 COc1ccc(CN2CCc3nnc(C4CCCO4)n3CC2)c(C)c1C (configuration not stated)
    0.1 | -5 | 0.1 | 1
#41 COc1cc(Nc2cccc(C(=O)NCCN3CCOCC3)n2)cc(OC)c1OC
    1.7 | -5 | 0.0 | -1
#42 N#Cc1ccccc1OCC(=O)N/N=C/c1cccc(Cl)c1
    0.3 | 1 | 0.0 | -8
#43 O=[N+]([O-])c1cccc(C=NCC2COc3ccccc3O2)c1 (configuration not stated)
    0.9 | 10 | 0.0 | -23
#44 CC(C)CC(=O)NC(=S)Nc1ccc(NC(=O)c2ccco2)cc1
    4.7 | -2 | -0.1 | -9
#45 Cc1ccccc1-c1cn[nH]c1C1CCN(C(=O)Cc2c(C)noc2C)CC1
    1.8 | -10 | 0.0 | 8
#46 C=CCn1c(=O)c2c(nc3n(-c4ccc(C)cc4)c(C)cn23)n(C)c1=O
    -0.2 | 4 | 1.0 | 16
#47 Cc1cc(C=O)c(C)n1-c1ccc(Cl)c(C(=O)O)c1
    -0.1 | -3 | -0.4 | 32
#48 CCOc1cc(C(=S)N2CCCCC2)ccc1OC(=O)c1ccc([N+](=O)[O-])cc1
    0.6 | 1 | -0.2 | 11
#49 COc1ccccc1CNc1ccc2c(c1)ncn2C
    -0.5 | -30 | 0.7 | 7
#50 CCCNC(=O)/C(=C/c1ccco1)NC(=O)c1ccc(OC)cc1
    -0.7 | 0 | -0.1 | -6
#51 CCCC(=O)Nc1ccc(O)c(-c2nc3cc(C)c(C)cc3o2)c1
    0.4 | -3 | 0.0 | 6
#52 O=C(CN1C(=O)C(=O)N(Cc2ccccc2)C1=O)N1CCOCC1
    2.3 | 3 | -0.1 | -7
#53 O=C(NCCCN1CCOCC1)c1ccc2c(=O)n(Cc3ccc(Cl)cc3)c(=S)[nH]c2c1
    1.2 | 7 | 0.0 | -3
#54 O=C(NCc1cccs1)c1ccc(Br)o1
    -0.6 | 4 | 0.3 | -4
#55 CCOC(=O)c1c(-c2ccccc2)oc2c1cc(OC(=O)c1cccc(Cl)c1)c1ccccc12
    0.2 | 3 | 0.0 | 5
#56 CCOc1ccc(S(=O)(=O)Nc2ccc(C)c(Cl)c2)cc1
    1.7 | 4 | -0.3 | -10
#57 CCOC(=O)N1CCC(n2c(=S)[nH]c3ccccc3c2=O)CC1
    -1.6 | 7 | 0.1 | 11
#58 CCN1c2ccc(CNc3ccc(F)cc3)cc2C(C)=CC1(C)C
    0.2 | 14 | 0.0 | -10
#59 FC(F)(F)c1ccc(Cn2cnc3c(NCc4cccnc4)nc(Cl)nc32)cc1
    -1.2 | -12 | 0.1 | -7
#60 COc1ccc(C(=O)CSc2nc(N)c(C#N)c(C3CCCCC3)c2C#N)cc1
    -1.2 | 2 | 0.1 | -5

Continued (two carried over from the part before).
Screens in order: GPR151 activ | TEAD-YAP inh | FBW7 act | MITF primary
#59 FC(F)(F)c1ccc(Cn2cnc3c(NCc4cccnc4)nc(Cl)nc32)cc1
    -1.2 | -12 | 0.1 | -7
#60 COc1ccc(C(=O)CSc2nc(N)c(C#N)c(C3CCCCC3)c2C#N)cc1
    -1.2 | 2 | 0.1 | -5
#61 C/C(=N\NC(=O)c1ccc([N+](=O)[O-])cc1Cl)c1ccc(O)cc1O
    -1.1 | 20 | -0.1 | 5
#62 COC(=O)c1nnn(CC(=O)Nc2cccc(Cl)c2)c1C(=O)OC
    0.9 | -2 | 0.3 | 12
#63 COC(=O)C1=CN(c2cccc(C(F)(F)F)c2)C=C(C(=O)OC)C1c1cc(OC)c(OC)c(OC)c1
    0.2 | 6 | 0.0 | -8
#64 CC(=O)Nc1ccccc1NC(=O)COc1ccc(C)cc1
    0.4 | -13 | 0.1 | -5
#65 CN(C)CCNCCOc1ccc(Br)cc1Cl
    -0.7 | 6 | 0.1 | 18
#66 COc1ccccc1NC(=O)C1CC12CCN(Cc1ccc(Oc3ncccn3)cc1)CC2 (configuration not stated)
    3.8 | 3 | -0.1 | -14
#67 O=C(CCN1CCc2ccccc2C1)Nc1cccc(Cl)c1
    0.0 | 5 | 0.4 | 12
#68 CC(CN1CCN(C)CC1)OC(=O)COc1ccc(Cl)cc1Cl (configuration not stated)
    1.6 | 2 | 0.0 | 9
#69 Cc1cccc(-n2c(O)c(C=Nc3cccc(O)c3)c3ccccc3c2=O)n1
    -0.3 | -3 | 0.7 | -6
#70 O=C(Cc1ccccc1)NCCCCNC(=O)Cc1ccccc1
    0.0 | 8 | 0.2 | -6
#71 CCC(C)NC(=O)CN(c1ccc([N+](=O)[O-])cc1)S(=O)(=O)c1ccccc1 (configuration not stated)
    -0.2 | -2 | -0.4 | 2
#72 COc1ccc(CCC(C)NC2CCCC2)cc1 (configuration not stated)
    0.0 | -5 | 0.7 | 18
#73 O=C(Nc1c2c(nn1-c1ccc(F)cc1)CS(=O)C2)C1(c2ccc(Cl)cc2)CCCC1 (configuration not stated)
    1.5 | -6 | 0.0 | -4
#74 O=C(/C=C/c1ccc(-c2cc(Cl)ccc2Cl)o1)N1CCOCC1
    -0.8 | -26 | -0.1 | -12
#75 CC(O)CNC12CC3CC(CC(C3)C1)C2 (configuration not stated)
    1.3 | -5 | -0.2 | 7
#76 CCCc1ccc2c(N)c(C(=O)c3ccc([N+](=O)[O-])cc3)sc2n1
    0.0 | 1 | -0.1 | 5
#77 O=c1oc2ccccc2cc1-c1csc(Nc2ccccc2Cl)n1
    -0.2 | 15 | 0.2 | 6
#78 CCOC(=O)c1c(N2C(N)=C(C#N)C(c3ccc(OCC)cc3)C3=C2CCCC3=O)sc2c1CCCCC2 (configuration not stated)
    0.4 | -5 | 0.1 | 14
#79 COc1ccccc1-n1cc(CN2CCN3C(=O)[C@H](COCc4ccccc4)NC(=O)[C@H]3C2)cn1
    -0.5 | -4 | 0.8 | 10
#80 CN(C)c1ccc(C=NCC(O)CN=Cc2ccc(N(C)C)cc2)cc1 (configuration not stated)
    0.7 | 3 | -0.2 | -8
#81 CC(C)OCCCn1c(=O)c(C#N)cc2c(=O)n3ccccc3nc21
    0.3 | -5 | -0.2 | 14
#82 CCOc1cc(/C=C2/C(=O)N(C)C(=S)N2C)cc(I)c1OCC
    0.8 | 0 | -0.1 | -11
#83 COc1ccc(CCNc2cc(N3CCN(S(C)(=O)=O)CC3)ccc2[N+](=O)[O-])cc1OC
    1.9 | 60* | 0.0 | 18
#84 O=C(NCCOc1ccccc1)c1csc(-c2ccccc2)n1
    -2.1 | -44 | 0.3 | 14
#85 COc1ccc(CCNC(=O)CCCn2c(SCc3cc(=O)n4cc(Cl)ccc4n3)nc3ccccc3c2=O)cc1OC
    2.3 | -8 | -0.1 | -12
#86 COc1ccc([C@@H]2C[C@H]3CN(C4Cc5ccccc5C4)C(=O)[C@]34CCCN24)cc1O
    -0.7 | 5 | 0.3 | 18
#87 O=C1SC(Nc2ccc(I)cc2)C(=O)N1c1ccccc1 (configuration not stated)
    -2.1 | -8 | 0.8 | 17
#88 CCN(CC)c1ccc2cc(C(N)=O)c(=Nc3ccc(Cl)cc3Cl)oc2c1
    -0.8 | -8 | 0.0 | -3
